# M1AAP inhibition: P. falciparum M1AAP inhibitors, biochemical, fluorogenic H-Leu-NHMec substrate, 1536-well (AID 1445); Aminopeptidase N (Plasmodium falciparum (isolate 3D7)); recombinant M1AAP, H-Leu-NHMec fluorogenic kinetic assay; higher % means a stronger effect; inhibition, % at 30 µM, or IC50 in µM where a hit was titrated; 220,000 compounds, 0.42% hits;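 active = primary inhibition above the hit cutoff, then over 50% inhibition at one or more dose response concentrations, cut at about 23% in these data, passing the limit was not always enough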;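 also: plate controls were DMSO full reaction for no effect and no enzyme background for full effect; strong numbers were not always called active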
# Yfh1-depleted yeast: enhancers of respiration in Yfh1-depleted yeast, dose response, Friedreich's ataxia, plus single-dose screen (AID 1465) | S. cerevisiae Yfh1-off respiration, WST-1 reduction, 72 h; higher fold induction means a stronger effect | fold induction at 50 µM; hits with a dose series show EC50 in µM | 220,000 compounds, 0.074% hits;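 active = fold induction of absorbance versus untreated yeast above a set limit, then at least 30% activation at any dose in follow-up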;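 also: activators that raise dye reduction in frataxin-depleted yeast; strong numbers were not always called active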
# bCat nuc transl: modulators of beta-catenin nuclear translocation, primary screen, imaging, HeLa cells, immunofluorescence, high-content; nuclear translocation activity, % at 5 µM; 190,000 compounds, 0.3% hits; AID 1665, 2009;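 active = nuclear translocation activity above 50% at 5 µM, with a well cell count of 50 or more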;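 also: per-cell ratio of nuclear to cytoplasmic median beta-catenin stain intensity; plate controls were DMSO negative control for no effect and GSK-3 inhibitor IX positive control for full effect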
#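 System: Human HeLa cells, endogenous beta-catenin | Compound dosing: 5 µM primary, 0.02–20 µM confirmation | Timing: 24 h compound exposure at 37°C, 5% CO2 | Measured by: Fluorescence imaging of beta-catenin antibody stain plus DAPI | Read-out basis: % activation of per-cell nuclear versus cytoplasmic median beta-catenin signal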
# Dynein transport: inhibitors of GR-EGFP nuclear translocation, primary screen, dynein cargo transport inhibitor project, imaging, high-content, 3617.4 mouse cells | AID 1381, 2008 | test concentration mostly 20 µM; stimulated with dexamethasone, 1 µM; active compounds read low | z-score, hits read low | 220,000 compounds, 0.47% hits;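 active = plate z-score of nuclear minus cytoplasmic receptor signal below a set negative limit, without overly bright fluorescence or cell loss, cut at about -3.5 in these data, passing the limit was not always enough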;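 also: z-score of nuclear minus cytoplasmic ring GR-EGFP intensity difference per well; some compounds called inactive have numbers as strong as hits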
#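 medium = tetracycline-free induction medium containing charcoal-stripped FBS | probe or stimulus = dexamethasone, 1.0 µM final | timing = 48 h induction, then 1 h compound, then 30 min agonist, 37 °C | detection = automated 10x imaging of fixed Hoechst-stained cells | read-out basis = nuclear versus cytoplasmic GR-EGFP signal, averaged per well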
# MT stabilize HCS: microtubule stabilizers in HeLa cells, primary screen, imaging, high-content imaging. HeLa tubulin immunostaining HCS, 24 h; share of cells brighter than vehicle mean+2SD. % tubulin-high responders, % at 10 µM. 200,000 compounds, 0.83% hits;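 active = plate Z-score above 3 for both tubulin-high and condensed-nucleus cell shares, with cell loss under 80%, at 10 µM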;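 also: anti alpha tubulin signal scored within the nucleus-defined area of each cell; some results filed as inactive read as strong as hits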
# T cell HTS: modulators of CD8 T cell-vesicle binding, primary screen, mouse 2C CD8+ T cells, flow cytometry; 2C CD8+ T cell-vesicle binding; active compounds read low; calls only at 7 µM; 330,000 compounds, 0.068% hits; AID 2052, 2009;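 active = response, share of CD8 T cells binding vesicles, and their 90th percentile fluorescence all below set limits, cut at about 80% in these data, passing the limit was not always enough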
#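 Incubation: binding step 1.5 h, 37 °C, antibody labelling 20 min, ice; system: murine 2C transgenic CD8+ T lymphocytes; technique: cytometric PE anti-B7-1 and Alexa647 anti-CD8 signals after 1% paraformaldehyde fixation; also added: QL9-charged Drosophila Ld/ICAM-1/B7-1 vesicles; control set: naked versus QL9-loaded vesicles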
# Autophagy mod: autophagy modulators in MEF cells, primary screen, imaging, high-content, MEF GFP-LC3; MEF GFP-LC3 puncta imaging; test concentration mostly 10 µM; calls only at 10 µM (by protocol); 190,000 compounds, 0.98% hits;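 active = percentage of spot-positive cells more than 3 SD above its plate mean, without a fluorescence outlier flag or 80% toxicity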;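 also: spot-positive cell cutoff set from DMSO-treated cells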
# P. falciparum M17LAP: P. falciparum M17LAP inhibitors, primary screen, biochemical, fluorogenic H-Leu-NHMec substrate, 1536-well (AID 1619) | Leucine aminopeptidase (Plasmodium falciparum (isolate 3D7)) | recombinant M17LAP, H-Leu-NHMec fluorogenic kinetic assay; higher % means a stronger effect | inhibition, % at 30 µM, or IC50 in µM where a hit was titrated | 220,000 compounds, 0.38% hits;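 active = compound inhibiting the enzyme by more than half at any dose during confirmatory dose-response retesting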;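 also: plate controls were full reaction with DMSO carrier for no effect and no enzyme background for full effect; strong numbers were not always called active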
# WT yeast gro inh: growth inhibition of WT strain, primary screen, mitochondrial fusion inhibitor project, WT and mutant strains, chemical genetic | 190,000 compounds, 2.1% hits | mitochondrial fusion phenotypic screen | inhibition, % at 10 µM; in the data active = inhibition above about 58%; tested in S. cerevisiae
# WT yeast gro inh mutant strain: recorded beside WT yeast gro inh, whose call it bears; inhibition, %; mitochondrial fusion phenotypic screen, mutant strain inhibition
# Dynein transport cytoplasmic EGFP: second read-out of Dynein transport, no call of its own (marks repeat the call); z-score; measured here: cytoplasmic GR-EGFP intensity; active compounds read high
# Dynein transport nuclear GR-EGFP: recorded beside Dynein transport, whose call it bears; z-score; measured here: nuclear GR-EGFP intensity;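 lower value marks the stronger effect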
# Dynein transport cell count: also measured in Dynein transport; calls as there; z-score; measured here: cell count per field
# bCat nuc transl cell count 5 µM: also measured in bCat nuc transl; calls as there; cell count; measured here: cell count, cytotoxicity flag
# T cell HTS vesicle-bound %: also measured in T cell HTS; calls as there; double positive events, %; measured here: CD8+ vesicle-bound cell fraction;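 binding gate set so that unloaded-vesicle control wells show 10% double positive cells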
# MT stabilize HCS Hoechst-high %: recorded beside MT stabilize HCS, whose call it bears; % Hoechst-high responders; measured here: nuclear condensation Hoechst responders;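 share of cells brighter than vehicle mean plus two SD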
# MT stabilize HCS cytotoxicity %: also measured in MT stabilize HCS; calls as there; toxicity, %; measured here: cytotoxicity by cell density;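 0% = mean cell density of plate MIN control wells and 100% = no cells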
# Autophagy mod cell loss 18 h: recorded beside Autophagy mod, whose call it bears; toxicity, %; measured here: cell loss, nuclei count;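 cell loss after 18 h compound exposure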
# Numbers without * were called inactive; i = inactive; · = no result given. This is a random part of the collection; any-hit rate near 4.4%.
SMILES,M1AAP inhibition,Yfh1-depleted yeast,bCat nuc transl,bCat nuc transl cell count 5 µM,Dynein transport,Dynein transport cytoplasmic EGFP,Dynein transport nuclear GR-EGFP,Dynein transport cell count,MT stabilize HCS,MT stabilize HCS Hoechst-high %,MT stabilize HCS cytotoxicity %,T cell HTS,T cell HTS vesicle-bound %,Autophagy mod,Autophagy mod cell loss 18 h,P. falciparum M17LAP,WT yeast gro inh,WT yeast gro inh mutant strain
CN(C)c1nc(OCCOC(=O)COc2ccc(Cl)cc2Cl)nc(N(C)C)n1,5%,i,-6.9,1174,1.5,-0.12,1.1,-0.16,1.9,1.8,1.2,i,49,i,14,-10%,1,-5
CC1CCN(c2ccc(C(=O)NCc3ccco3)cc2[N+](=O)[O-])CC1,-1%,i,0.4,475,-0.66,-0.16,-0.15,0.91,3.0,1.8,1.1,i,40,i,2,9%,44,13
CCOC(=O)CSC1=NC(=O)/C(=C\c2ccc(Cl)cc2)S1,10%,i,-3.8,1419,-4.1*,1.1*,-2.2*,0.62*,1.2,1.4,5.8,i,12,i,4,15%,23,-1
Fc1ccc(Cn2c(SCc3ccc(F)c(F)c3)nnc2C(F)(F)F)cc1,7%,i,·,·,-0.025,-0.21,-0.3,0.038,0.9,1.0,6.1,i,12,i,36,10%,7,5
CCc1c(C)c(C#N)c2[nH]c3ccccc3n2c1=S,8%,i,3.1,1130,-0.96,0.023,-0.71,0.17,·,·,·,i,17,·,·,3%,·,·
O=C(c1ccco1)n1nc(-c2cccnc2)nc1NCc1ccco1,17%,i,-0.1,1077,-0.47,-0.38,0.079,0.4,3.9,2.5,6.3,i,26,i,29,6%,-13,2
Cc1ccc(NC(=O)CCN2CCc3ccccc3C2)cc1,4%,i,0.2,1038,-0.12,-0.27,0.23,0.69,8.9,30,97,i,23,i,-1,1%,-4,1
O=C(Nc1cccc2ccccc12)N1CCc2ccccc2C1,11%,i,-0.9,1143,-2.1,5.7,-0.18,0.8,3.7,2.9,6.2,i,38,i,6,-2%,-8,-25
Cc1ccccc1NC(=O)CCN1CCCCCC1,·,i,·,·,-0.2,-0.32,-0.079,0.054,2.6,1.2,0.1,i,20,i,5,·,·,·
Cc1cccc(COc2ncnc3nc[nH]c23)c1,-2%,i,-1.9,582,0.8,-0.25,0.35,-1,5.0,2.6,8.2,i,50,i,1,28%,-14,-16
CCNC(=S)Nc1cccc(NC(=O)c2ccccc2O)c1,5%,i,-0.5,1296,0.22,-0.21,0.041,-0.042,·,·,·,i,31,·,·,-13%,·,·
CC1=C(C(=O)OCC2CCCO2)C(c2ccccc2)C2=C(CCCC2=O)N1 (stereo unspecified),11%,i,0.9,877,-0.58,-0.32,-0.21,0.83,2.2,2.1,2.5,i,24,i,0,1%,0,-2
Cc1ccc(CC2CC(=O)N(c3nc(C)cc(C)n3)C2=O)cc1 (stereo unspecified),-1%,i,-0.1,1594,-0.53,-0.14,-0.31,0.45,2.0,2.7,7.5,i,29,i,-5,19%,-24,6
Cc1cccc2c(C(=O)n3cccn3)cc(-c3ccccc3Cl)nc12,5%,i,0.9,1050,3.3,0.079,2,-1.5,4.5,1.6,5.6,i,20,i,-4,0%,7,4
Cc1nn2c(NCCN3CCOCC3)c3c(nc2c1-c1ccccc1)CCCC3,4%,i,0.8,1302,-0.17,-0.25,0.33,-0.015,·,·,·,i,25,·,·,14%,·,·

# Continued, starting with the last 2 of the part before.
SMILES,M1AAP inhibition,Yfh1-depleted yeast,bCat nuc transl,bCat nuc transl cell count 5 µM,Dynein transport,Dynein transport cytoplasmic EGFP,Dynein transport nuclear GR-EGFP,Dynein transport cell count,MT stabilize HCS,MT stabilize HCS Hoechst-high %,MT stabilize HCS cytotoxicity %,T cell HTS,T cell HTS vesicle-bound %,Autophagy mod,Autophagy mod cell loss 18 h,P. falciparum M17LAP,WT yeast gro inh,WT yeast gro inh mutant strain
Cc1cccc2c(C(=O)n3cccn3)cc(-c3ccccc3Cl)nc12,5%,i,0.9,1050,3.3,0.079,2,-1.5,4.5,1.6,5.6,i,20,i,-4,0%,7,4
Cc1nn2c(NCCN3CCOCC3)c3c(nc2c1-c1ccccc1)CCCC3,4%,i,0.8,1302,-0.17,-0.25,0.33,-0.015,·,·,·,i,25,·,·,14%,·,·
CNC(=O)c1csc(Cc2c(Cl)sc3ccc(Cl)cc23)n1,3%,i,-0.2,1295,1,-0.25,1.3,-0.89,·,·,·,i,20,·,·,3%,·,·
O=C(CCc1nnc(CCCCc2ccccc2)o1)N(CCO)Cc1ccccc1,0%,i,-0.9,1044,0.48,-0.25,0.5,-0.45,2.9,2.0,5.0,i,19,i,14,5%,12,12
COc1ccc(C(=O)C2CC2c2ccc3c(c2)OCO3)cc1 (stereo unspecified),1%,i,-0.8,1111,-0.56,-0.31,0.028,-0.054,2.0,2.4,5.0,i,57,i,-4,-6%,11,-12
Cc1ccsc1/C=N/NC(=O)C(N)=O,17%,i,-0.6,1132,0.22,-0.15,0.0056,-0.83,2.1,2.3,7.1,i,38,i,3,14%,-14,2
O=C(NCC1CCS(=O)(=O)C1)Oc1ccccc1 (stereo unspecified),12%,i,-0.4,1116,0.13,-0.2,0.29,-0.51,3.1,2.2,0.9,i,34,i,13,-3%,1,-1
O=c1c2ccccc2nnn1Cc1ccc(Br)cc1,14%,i,-1.1,1487,-0.023,-0.25,-0.26,0.77,4.5,2.4,2.1,i,36,i,-7,-10%,-15,-25
O=S(=O)(N/N=C1/CCCc2ccccc21)c1ccc(Br)cc1,1%,·,0.3,591,-0.23,0.03,-0.38,0.53,4.4,2.1,3.3,i,11,i,-19,-5%,38,-2
CC1=CS(=O)(=O)CC1Sc1nc2ccccc2[nH]1 (stereo unspecified),0%,i,-1.1,1132,-0.36,-0.28,-0.31,0.27,1.2,1.5,8.5,i,14,i,3,-8%,9,9
Cc1ccc(S(=O)(=O)N(C)C)cc1-n1c(SCC(=O)Nc2ccc(F)cc2)nc2ccccc2c1=O,2%,i,2.9,879,-1.1,-0.28,-0.81,0.97,3.7,3.6,12,i,51,i,-12,-1%,-3,2
CC(c1ccco1)N(C(=O)c1ccc(C#N)cc1)c1ccccn1 (stereo unspecified),0%,i,-0.2,1191,-0.99,-0.21,0.061,1.2,2.3,1.4,7.8,i,38,i,-12,2%,-6,-2
Cc1ccc(-n2c(C)cc(C(=O)CN3CCOCC3)c2C)cc1C,0%,i,1.7,1065,0.41,-0.23,-0.2,0.48,2.6,3.5,0.2,i,25,i,-8,23%,-11,0
Cc1cccc(NC(=O)CSc2nnnn2-c2cccnc2)c1,4%,i,2.2,1454,-0.048,-0.19,-0.32,0.11,3.3,1.9,7.5,i,32,i,18,-3%,-6,-6
Cc1ccc(C(C(=O)NC2CCCCC2)N2CCN(C(=O)c3ccco3)CC2)cc1 (stereo unspecified),3%,i,-2.9,1319,-0.14,-0.23,0.041,0.38,2.3,1.5,5.9,i,17,i,-4,2%,-3,-3
CCCCN(C(=O)NC(=O)Nc1cccc(C)c1C)S(C)(=O)=O,3%,i,-5.2,1166,-0.99,0.45,-0.26,0.7,6.5,2.6,6.6,i,22,i,-6,-1%,19,21
O=C(Oc1ccc(-c2ccccc2)cc1)C1C2CCCCC21 (stereo unspecified),-4%,i,-1.4,928,0.66,-0.17,0.26,-1.3,2.4,2.5,9.4,i,48,i,6,-5%,11,8
CCOC(=O)c1ccc(Oc2ccc(C(F)(F)F)cn2)cc1,-1%,i,-2.1,1084,0.7,-0.38,0.61,0.29,7.1,2.5,4.5,i,34,i,3,0%,23,27
O=C(Cn1c(-c2cscn2)nc2ccccc21)Nc1ccc2ccccc2c1,-6%,i,2.1,1331,0.5,0.031,1.3,-0.14,4.6,3.0,3.6,i,10,i,12,6%,1,16
O=C(C1CCCN1C(=O)c1cccs1)N1CCN(Cc2ccc3c(c2)OCO3)CC1 (stereo unspecified),6%,·,-3.9,1197,0.38,-0.19,0.45,-0.35,1.8,2.8,5.0,i,49,i,-9,18%,-11,-1

# A portion of the results above:
SMILES,M1AAP inhibition,Yfh1-depleted yeast,bCat nuc transl,bCat nuc transl cell count 5 µM,Dynein transport,Dynein transport cytoplasmic EGFP,Dynein transport nuclear GR-EGFP,Dynein transport cell count,MT stabilize HCS,MT stabilize HCS Hoechst-high %,MT stabilize HCS cytotoxicity %,T cell HTS,T cell HTS vesicle-bound %,Autophagy mod,Autophagy mod cell loss 18 h,P. falciparum M17LAP,WT yeast gro inh,WT yeast gro inh mutant strain
CCOC(=O)c1ccc(Oc2ccc(C(F)(F)F)cn2)cc1,-1%,i,-2.1,1084,0.7,-0.38,0.61,0.29,7.1,2.5,4.5,i,34,i,3,0%,23,27
O=C(Cn1c(-c2cscn2)nc2ccccc21)Nc1ccc2ccccc2c1,-6%,i,2.1,1331,0.5,0.031,1.3,-0.14,4.6,3.0,3.6,i,10,i,12,6%,1,16
